Assay outcomes from PubChem.
GLD-1 TGE inh – GLD-1-TGE RNA interaction inhibition (C. elegans); Q17339; purified GLD-1 + fluorescein TGE RNA, fluorescence polarization; inhibition, % at 5.96 µM; 320,000 compounds, 0.44% hits; AID 2280;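 active = percent inhibition above a per-plate cutoff, the plate mean of test compounds plus 3 SD, cut at about 30% in these data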;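 also: 0% = DMSO wells with GLD-1 and probe and 100% = wells lacking GLD-1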
MEX-5 binding – C. elegans MEX-5 TCR-2 RNA binding activity; Q9XUB2; MEX-5/FITC-TCR2 RNA binding, fluorescence polarization; hits give low values; activity score (negative = inhibition of binding), % at 10 µM; 300,000 compounds, 0.38% hits; AID 1832;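 active = inhibition past about -25% in most replicates, and total fluorescence under double the plate's negative control median, limit read from the data; inconclusive = replicates evenly split on the limit, or fluorescence at least double controls; inactive = too little inhibition in most replicates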;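 also: 0% = DMSO and -100% = 5 µM competing unlabeled TCR2 RNA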
CIT2-GFP yeast – modulators of TOR pathway CIT2-GFP in S. cerevisiae | S. cerevisiae CIT2-GFP strain, flow cytometry, 3 h; 100 means same as DMSO wells | GFP response vs DMSO, % at 10 µM | 320,000 compounds, 0.065% hits | AID 2029;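 active = GFP response relative to DMSO above a set limit, near the screen mean plus 3 SD, cut at about 150% in these data; inconclusive = Fewer than 70 cells measured for a yeast strain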;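 also: ratio of well median GFP fluorescence to mean of DMSO wells on the plate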
GRK2 inh – blocks RNA aptamer binding to human GRK2; bead flow cytometry, FAM-aptamer displacement from GRK2; inhibition of aptamer binding, % at 10 µM; 330,000 compounds, 0.59% hits; AID 488847;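 active = inhibition of aptamer binding above 40%, roughly 3 SD of noise, on plates passing a quality check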;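 also: median bead fluorescence of bound FAM aptamer so fluorescent compounds give negative values; no value below 0 was filed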
VLA-4 inh – inhibition in a human VLA-4 binding assay | 330,000 compounds, 0.2% hits | inhibition, % (about 7 µM as worked out from the volumes in the protocol) | VLA-4 expressing cells, ligand binding flow cytometry | P13612; in the data active = inhibition above about 50%
Target sequence (P13612 whole entry, looked up): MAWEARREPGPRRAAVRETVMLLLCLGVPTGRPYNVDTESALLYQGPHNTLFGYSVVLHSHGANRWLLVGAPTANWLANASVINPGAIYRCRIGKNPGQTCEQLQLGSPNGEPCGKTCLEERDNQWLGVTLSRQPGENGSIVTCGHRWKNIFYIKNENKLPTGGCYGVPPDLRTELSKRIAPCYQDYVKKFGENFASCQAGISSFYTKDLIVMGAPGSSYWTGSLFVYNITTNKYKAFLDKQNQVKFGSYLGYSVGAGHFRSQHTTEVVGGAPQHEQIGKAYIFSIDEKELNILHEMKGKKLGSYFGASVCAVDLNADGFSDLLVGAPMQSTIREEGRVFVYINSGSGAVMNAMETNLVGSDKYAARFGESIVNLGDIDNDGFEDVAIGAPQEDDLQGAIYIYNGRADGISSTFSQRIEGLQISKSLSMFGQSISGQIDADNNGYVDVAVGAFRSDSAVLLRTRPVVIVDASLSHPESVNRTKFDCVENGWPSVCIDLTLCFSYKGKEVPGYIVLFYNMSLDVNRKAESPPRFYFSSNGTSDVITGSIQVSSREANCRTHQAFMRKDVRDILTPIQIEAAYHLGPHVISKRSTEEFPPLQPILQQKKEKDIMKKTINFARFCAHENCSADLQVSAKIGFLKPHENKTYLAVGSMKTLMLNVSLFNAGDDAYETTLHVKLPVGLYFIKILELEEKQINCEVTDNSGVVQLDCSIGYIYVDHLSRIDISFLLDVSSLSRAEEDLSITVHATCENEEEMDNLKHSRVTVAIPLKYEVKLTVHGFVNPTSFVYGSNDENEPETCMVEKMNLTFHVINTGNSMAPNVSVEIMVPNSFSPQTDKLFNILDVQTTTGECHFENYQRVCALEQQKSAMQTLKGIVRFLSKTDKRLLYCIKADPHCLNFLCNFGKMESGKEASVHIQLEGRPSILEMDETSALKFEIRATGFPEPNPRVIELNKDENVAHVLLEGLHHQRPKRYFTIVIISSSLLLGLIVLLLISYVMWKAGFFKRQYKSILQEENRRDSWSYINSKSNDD
CR mimetic SO – yeast age-related superoxide inhibition as caloric restriction mimetic | superoxide response (% of plate mean), % at 10 µM | 330,000 compounds, 0.18% hits | S. cerevisiae aged cells, superoxide DHE fluorescence; hits give low values;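 active = superoxide response under a set limit, about three screen SD below normal, cut at about 65% in these data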;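 also: yeast aged for seven days with compound at 30 °C before DHE staining; 100% = average MFI of all compound-treated wells on the plate with controls excluded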
AGP1-GFP MLPCN – alters AGP1-GFP fluorescence in TOR pathway yeast screen. 320,000 compounds, 0.02% hits. GFP response vs DMSO, % at 10 µM. S. cerevisiae AGP1-GFP multiplex flow cytometry, 3 h; GFP as percent of DMSO wells. AID 2066;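 active = GFP response relative to DMSO above a set limit, near screen average plus 3 SD, cut at about 150% in these data; inconclusive = fewer than 70 cells counted for the yeast strain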;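 also: median GFP channel fluorescence of the gated AGP1 strain per well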
MCL1 BIM primary – disrupts human MCL1 binding to BIM-BH3 peptide; Q07820; GST-MCL1 / FITC-Bim-BH3 fluorescence polarization; inhibition, % at 10.9 µM; 320,000 compounds, 0.68% hits; AID 2057;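 active = inhibition above the mean inhibition of all tested compounds plus 3 SD, set per campaign, cut at about 40% in these data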;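 also: 0% = DMSO wells and 100% = unlabeled Bim-BH3 peptide control; higher means more loss of mP so more displacement of Bim peptide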
Bcl-xL primary – inhibitors of human Bcl-xL; GST-Bcl-xL / FITC-Bim BH3 peptide fluorescence polarization; inhibition, % at 10.9 µM; AID 2129; 320,000 compounds, 0.7% hits;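 active = inhibition above the mean of all tested compounds plus 3 SD, cutoff set per campaign, cut at about 30% in these data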;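 also: 0% = DMSO wells and 100% = unlabeled Bim-BH3 peptide competitor; inhibitors lower millipolarization by displacing the labeled peptide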
The depositor's hits bear a star; ? = inconclusive; nt = no result given; [ ] = another dose, or the depositor's remark. This is a random part of the collection; overall some 2.1% were active at least once.

SMILES	GLD-1 TGE inh	MEX-5 binding	CIT2-GFP yeast	GRK2 inh	VLA-4 inh	CR mimetic SO	AGP1-GFP MLPCN	MCL1 BIM primary	Bcl-xL primary
Cc1ccc(C(=O)CSc2nnc(COc3ccccc3)o2)cc1	0	-1.6	80	0	11	99	86	1	5
COc1ccc2c(c1)OCC1=C2CCC2(C)C(=O)CC=C12 (centres undefined)	39*	-13	94	0	-60	102	92	29	40*
CC(NC(=O)c1cccc2ccccc12)c1ccc2c(c1)CCCC2 (centres undefined)	3	0.7	94	2	5	125	115	4	0
CCOC(=O)c1[nH]c2ccc(OC)cc2c1NC(=O)CN1CCSCC1	-1	nt	90	1	18	87	93	6	6
O=C(CN1CCN(C(c2ccccc2)c2ccccc2)CC1)N1CCOCC1	1	-2.0	94	0	-5	107	96	3	3
O=C(Nc1nnc(CCN2CCCCC2)s1)c1ccccc1Cl	6	3.8	97	2	0	95	96	4	-1
OCCNc1nc2ccccc2nc1NCCO	5	-1.0	93	0	0	101	106	5	4
COc1ccc(OC)c(/C=N/NC(=O)Cn2ccnc2C)c1	0	-0.3	101	0	-1	89	104	1	0
CC(C)(C)OC(=O)N[C@@H](C(=O)OC(C)(C)C)c1ccc(Br)cc1	3	nt	97	4	10	91	92	2	2
O=S(=O)(NCc1ccccc1)[C@@H]1CC2C=CC1C2 (some centres undefined)	4	nt	102	0	-4	84	98	4	3
CN1CCN(c2nc(Nc3ccc(O)cc3)nc3ccccc23)CC1	3	-4.6	92	0	16	103	105	1	2
O=S(=O)(NC1=NCCCCC1)c1ccc(Cl)cc1Cl	-2	nt	103	0	39	89	105	5	2
CC(C)[C@@H](C(=O)NCc1ccco1)N1C(=O)N2CCc3c([nH]c4ccccc34)[C@@]2(C)C1=O	-8	-0.6	101	0	-6	83	103	-2	1
CCOc1ccc(NC(=S)N2CCCCCC2)cc1	0	3.4	101	0	5	101	103	6	7
O=C(O)c1ccc(-c2ccccc2)[nH]c1=O	0	-0.2	108	1	5	98	107	-1	0
Cc1ccc(-c2noc(-c3ccccc3C(=O)NCc3ccco3)n2)cc1	5	1.9	83	5	15	93	96	1	1
O=C(CSc1ncnc2ccccc12)NCCCO	-6	-1.3	111	2	13	100	103	5	-1
Cc1noc(C)c1S(=O)(=O)NC1CCN(Cc2ccccc2)CC1	9	-34*	94	0	5	67	98	32	35*
C/C(=N\NC(=O)c1ccccn1)c1ccc(Cl)cc1	2	-0.6	101	0	-1	103	100	2	0
Cn1c(=O)c2c(ncn2CCOc2ccc(F)cc2)n(C)c1=O	14	3.3	?	3	-8	113	?	4	5
COc1ccc(C(=O)CSc2ccc(-c3ccc(C)cc3)nn2)cc1	-1	1.1	83	5	6	95	95	6	5
NC(=O)c1ccccc1NC(=O)CSc1nc2c(c(=O)[nH]1)CCCC2	-1	1.2	104	0	2	96	102	4	-3
O=C(NCCCl)Nc1cc([N+](=O)[O-])ccc1Cl	3	0.0	87	1	18	96	89	1	8
CNC(=O)c1nnn(Cc2ccccc2)c1NC(C)=O	2	-1.3	95	1	15	95	104	4	4
CCCSc1ccc([C@@H]2[C@H]3C(=O)N(C)C(=O)[C@H]3[C@]3(C(=O)OC)CCCN23)cc1OC	3	nt	100	0	2	93	99	nt	nt

As a short view, some entries already given.
SMILES	GLD-1 TGE inh	MEX-5 binding	CIT2-GFP yeast	GRK2 inh	VLA-4 inh	CR mimetic SO	AGP1-GFP MLPCN	MCL1 BIM primary	Bcl-xL primary
Cc1ccc(C(=O)CSc2nnc(COc3ccccc3)o2)cc1	0	-1.6	80	0	11	99	86	1	5
COc1ccc2c(c1)OCC1=C2CCC2(C)C(=O)CC=C12 (centres undefined)	39*	-13	94	0	-60	102	92	29	40*
CC(NC(=O)c1cccc2ccccc12)c1ccc2c(c1)CCCC2 (centres undefined)	3	0.7	94	2	5	125	115	4	0
CCOC(=O)c1[nH]c2ccc(OC)cc2c1NC(=O)CN1CCSCC1	-1	nt	90	1	18	87	93	6	6

(further entries)
SMILES	GLD-1 TGE inh	MEX-5 binding	CIT2-GFP yeast	GRK2 inh	VLA-4 inh	CR mimetic SO	AGP1-GFP MLPCN	MCL1 BIM primary	Bcl-xL primary
COc1ccc(NC(=O)Nc2cccc3c2O[C@H](CN(C)C(=O)Nc2ccc(OC)cc2)[C@@H](C)CN([C@H](C)CO)C3=O)cc1	3	nt	84	0	2	93	90	nt	nt
Cc1ccc(NC(=O)COC(=O)[C@H](C)N2C(=O)C3CC=CCC3C2=O)cc1S(=O)(=O)N(C)C (some centres undefined)	-1	1.2	117	2	6	90	109	3	-2
CCOC(=O)C1=C(N)c2ccccc2CC1C(C)C (centres undefined)	0	-5.2	91	3	27	105	99	-9	-2
Cc1ccc(N=Nc2ccc(O)c(P(=O)(c3ccccc3)c3ccccc3)c2)cc1	0	0.5	101	0	-1	98	111	0	7
CCN1CCN(C(=O)c2cccc(OC3CCN(S(=O)(=O)N(C)C)CC3)c2)CC1	5	-0.1	100	2	-8	99	107	6	1
Cc1ccc(OCCSc2ncnc3sc(C)c(C)c23)cc1C	-2	0.4	109	0	-4	97	99	7	6
CC(CCc1ccccc1)NC(=O)c1cccc([N+](=O)[O-])c1 (centres undefined)	1	3.7	91	0	2	111	93	13	5
COCCN(C)Cc1nc(C(c2ccccc2)c2ccccc2)no1	3	-0.5	102	0	7	86	105	8	5
O=C(CN1C(=O)NC2(CCOc3ccccc32)C1=O)Nc1ccc2c(c1)OCCO2 (centres undefined)	8	-0.9	94	2	-3	102	100	-7	-1
COc1ccccc1NC(=O)c1cc(OC)c(OC)cc1[N+](=O)[O-]	-1	1.7	95	0	37	89	97	-1	5
CC(=O)n1cc([C@H]2C=C(C(=O)Nc3ccccc3)O[C@@H](OCCCCO)C2)c2ccccc21	0	1.5	67	0	15	104	81	-2	6
O=C(C1CCN(S(=O)(=O)c2cccnc2)CC1)N1CCN(c2ccc(Cl)cc2)CC1	7	4.4	100	0	6	94	96	-7	-2
CC(=O)c1c(C)[nH]c(C(=O)OCC(=O)NCC(C)C)c1C	2	-0.2	94	0	-7	103	97	0	1
OC1(c2ccc(F)cc2)CCN(Cc2cccnc2)CC1	-16	-0.2	97	0	-1	103	99	-4	0
COc1cc(/C=N\NC(=O)Cn2nnc3ccccc32)cc(OC)c1OC	-6	2.0	99	2	-2	115	98	10	3
Cc1cc(C=C2C(=O)c3ccccc3C2=O)c(C)n1-c1ccc(C(=O)O)cc1	-7	-2.0	99	2	-6	107	nt	-17	-10
Cc1nn(-c2ccccc2)c(C)c1NC(=O)c1ccc(S(=O)(=O)N2CCCC2)cc1	-1	-4.6	?	1	8	92	?	-2	0
N#C/C(=C\c1c[nH]c2ccccc12)C(=O)NC1CC1	2	0.4	109	0	5	92	107	9	7
COc1ccc(C(=O)NCc2ccon2)cc1OC1CCN(C(C)C)CC1	3	1.4	97	26	8	84	99	0	4
Cc1noc(C)c1S(=O)(=O)Nc1ccc(C(=O)N2CCCCC2)cc1	3	0.2	100	0	-2	133	102	5	-2
Cc1ccc(S(=O)(=O)NC(C(=O)Oc2ccc3c(C)c(Cl)c(=O)oc3c2)c2ccccc2)cc1 (centres undefined)	1	1.8	91	0	5	100	93	3	0
COCCNC(=O)CN1CCC(NC(=O)Nc2ccc(C(F)(F)F)cc2)CC1	7	-2.7	93	0	6	106	98	5	2
CC(C)NC(=O)C(Sc1ccccc1)c1ccccc1 (centres undefined)	-2	1.6	103	1	1	107	106	2	7
Cc1[nH]c2c([N+](=O)[O-])cccc2c1C	-1	-2.5	88	3	9	93	91	-7	-1
Cc1ccc(-c2c(CC(=O)O)c(C)nc3sc4c(c23)CCCC4)cc1	-6	-1.5	83	2	8	99	95	-3	6

(further entries)
SMILES	GLD-1 TGE inh	MEX-5 binding	CIT2-GFP yeast	GRK2 inh	VLA-4 inh	CR mimetic SO	AGP1-GFP MLPCN	MCL1 BIM primary	Bcl-xL primary
CCc1ccc(OCc2nnc(SCC(=O)NCc3ccco3)o2)cc1	-3	1.2	100	6	6	97	104	-5	54*
Cc1ccccc1N1CCN(C2CCCN(C(=O)c3cc[n+]([O-])cc3)C2)CC1 (centres undefined)	0	-1.0	97	1	1	97	102	4	2
COc1ccccc1CCNC(=O)Nc1cccc([N+](=O)[O-])c1	7	-1.4	98	4	-4	115	90	7	6
C/C(=C\C#N)n1nc(C)cc1N	8	2.6	91	0	-16	130	94	-2	-2
CCOc1ccc(C2C(C#N)=C(N)SC(N)=C2C#N)cc1OCC	-114	1.5	106	0	-21	107	103	-143	-92
O=C(COC(=O)Cc1ccsc1)Nc1ccccc1	-10	0.3	99[may fluoresce red]	4	1	80	93[may fluoresce red]	-5	2
CC(C)(C)c1ccc(-c2cc(-c3ccccc3O)[nH]n2)cc1	5	-0.8	100	2	8	103	98	9	1
COc1ccccc1C(=O)NCCC(=O)NCCc1ccccc1	-1	3.7	101	0	-18	105	102	-1	0
COC(=O)Cc1ccc(NC(=S)NCc2ccccc2OC)cc1	-3	-3.9	94	1	7	101	97	6	3
Cc1cc(/C=C2/SC(=O)N(CC(=O)N3CCCC3)C2=O)ccc1N1CCOCC1	-26	-8.9	93	0	-6	99	88	-25	-12

With a hit mark in Bcl-xL primary (from the list above):
structure,GLD-1 TGE inh,MEX-5 binding,CIT2-GFP yeast,GRK2 inh,VLA-4 inh,AGP1-GFP MLPCN,MCL1 BIM primary,Bcl-xL primary
COc1ccc2c(c1)OCC1=C2CCC2(C)C(=O)CC=C12 (centres undefined),39*,-13,94,0,-60,92,29,40*
Cc1noc(C)c1S(=O)(=O)NC1CCN(Cc2ccccc2)CC1,9,-34*,94,0,5,98,32,35*
CCc1ccc(OCc2nnc(SCC(=O)NCc3ccco3)o2)cc1,-3,1.2,100,6,6,104,-5,54*
